PME-1 inh: PME-1 (human) inhibition | inhibition, % at 5.9 µM | recombinant PME-1, FP-Rh probe fluorescence polarization | 320,000 tested, 0.53% active | Q9Y570;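 active = inhibition above the campaign mean of all compounds plus 3 SD, cut at about 26% in these data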;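 also: competitive labeling of PME-1 active site by serine hydrolase directed probe; 0% = PME-1 with DMSO and 100% = wells lacking PME-1 enzyme; inhibitors block probe labeling so polarization falls and inhibition rises; many of its hits are not listed in these tables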
pPAFAH FP inh: pPAFAH (human) enzyme inhibition; recombinant pPAFAH, FP-rhodamine probe fluorescence polarization; 330,000 tested, 1.5% active; inhibition, % at 3.39 µM; Q13093;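 active = inhibition above the mean inhibition across the screen plus 3 SD, cut at about 25% in these data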;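 also: inhibitors block binding of the rhodamine activity-based probe so polarization drops; 0% = enzyme with DMSO and 100% = wells lacking pPAFAH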
LYPLA1 inh: counter-screen for PME1 inhibitors: inhibitors of human LYPLA1. inhibition, % at 5.9 µM. AID 2174. recombinant LYPLA1, FP-Rh probe fluorescence polarization. 320,000 tested, 0.16% active;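 active = inhibition above the mean of all tested compounds plus 3 SD, set per campaign, cut at about 14% in these data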;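 also: inhibitors block serine hydrolase probe labeling of LYPLA1 so polarization falls; 0% = enzyme with DMSO and 100% = wells lacking LYPLA1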
Target sequence (O75608 whole entry, looked up): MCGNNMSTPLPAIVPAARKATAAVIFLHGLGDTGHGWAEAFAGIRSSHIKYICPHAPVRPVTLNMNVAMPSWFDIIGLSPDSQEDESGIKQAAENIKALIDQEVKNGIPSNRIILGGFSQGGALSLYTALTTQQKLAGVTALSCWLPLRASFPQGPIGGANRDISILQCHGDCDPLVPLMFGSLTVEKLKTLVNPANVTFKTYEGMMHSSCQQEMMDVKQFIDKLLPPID
GSTO1 counter: blocks human GSTO1 in RBBP9 counter-screen; P78417; recombinant GSTO1, activity-based probe fluorescence polarization; inhibition, % at 5.96 µM; 300,000 tested, 1.1% active;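 active = inhibition above the campaign mean inhibition plus 3 SD, cut at about 35% in these data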;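 also: 0% = GSTO1-1 with DMSO and 100% = wells lacking GSTO1-1 enzyme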
Target sequence (P78417 whole entry, looked up): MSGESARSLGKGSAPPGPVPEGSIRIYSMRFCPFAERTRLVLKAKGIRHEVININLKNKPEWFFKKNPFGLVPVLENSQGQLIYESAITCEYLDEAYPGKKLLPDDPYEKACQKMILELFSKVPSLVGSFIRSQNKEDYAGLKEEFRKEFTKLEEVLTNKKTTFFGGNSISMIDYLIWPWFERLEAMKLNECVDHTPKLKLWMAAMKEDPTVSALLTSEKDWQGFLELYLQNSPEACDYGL
PAFAH1B3 inh: inhibitors of human PAFAH1B3; AID 492972; 340,000 tested, 0.28% active; Q15102; recombinant PAFAH1B3, FP-rhodamine probe, fluorescence polarization; inhibition, % at 3.39 µM;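 active = inhibition above the screen-wide average of all tested compounds plus 3 SD, cut at about 25% in these data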;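 also: 0% = enzyme with DMSO only and 100% = wells lacking PAFAH1B3 protein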
Target sequence (Q15102 whole entry, looked up): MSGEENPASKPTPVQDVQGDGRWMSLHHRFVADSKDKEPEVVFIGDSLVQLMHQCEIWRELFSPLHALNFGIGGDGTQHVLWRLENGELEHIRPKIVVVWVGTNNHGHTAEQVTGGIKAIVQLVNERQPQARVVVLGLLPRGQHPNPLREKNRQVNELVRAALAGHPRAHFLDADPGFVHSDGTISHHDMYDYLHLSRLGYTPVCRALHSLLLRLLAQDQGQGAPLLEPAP
PAFAH2 inh: inhibitors of human PAFAH2. Q99487. recombinant PAFAH2, FP-rhodamine activity probe, fluorescence polarization. inhibition, % at 3.39 µM. 340,000 tested, 0.99% active. AID 492956;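 active = inhibition above the mean over all tested compounds plus 3 SD, cut at about 30% in these data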;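 also: inhibitors block probe labeling of enzyme so polarization drops; 0% = enzyme with DMSO and 100% = wells lacking PAFAH2 protein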
LYPLA2 inh: counter-screen for PME1 inhibitors: inhibitors of human LYPLA2; O95372; recombinant LYPLA2, FP-Rh probe fluorescence polarization; inhibition, % at 5.9 µM; 320,000 tested, 0.38% active; AID 2177;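 active = inhibition above the screen-wide mean plus 3 SD, limit set per campaign, cut at about 26% in these data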;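 also: 0% = LYPLA2 with DMSO and 100% = wells lacking LYPLA2 enzyme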
PAD4 inh: inhibitors of human PAD4; recombinant PAD4, RCA probe fluorescence polarization; 330,000 tested, 0.41% active; AID 485272; inhibition, % at 6.36 µM;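 active = percent inhibition above a cutoff equal to the mean of all tested compounds plus 3 SD, cut at about 15% in these data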;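 also: 0% = PAD4 with RCA probe and DMSO and 100% = probe without PAD4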
PAFAH1B2 inh: PAFAH1B2 (human) inhibition | P68402 | recombinant PAFAH1B2, FP-rhodamine activity probe, fluorescence polarization | inhibition, % at 3.39 µM | 340,000 tested, 1.2% active;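 active = inhibition above the mean of all tested compounds plus 3 SD, cut at about 24% in these data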;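 also: 0% = enzyme with DMSO and 100% = wells lacking PAFAH1B2; many of its hits are not listed in these tables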
Target sequence (P68402 whole entry, looked up): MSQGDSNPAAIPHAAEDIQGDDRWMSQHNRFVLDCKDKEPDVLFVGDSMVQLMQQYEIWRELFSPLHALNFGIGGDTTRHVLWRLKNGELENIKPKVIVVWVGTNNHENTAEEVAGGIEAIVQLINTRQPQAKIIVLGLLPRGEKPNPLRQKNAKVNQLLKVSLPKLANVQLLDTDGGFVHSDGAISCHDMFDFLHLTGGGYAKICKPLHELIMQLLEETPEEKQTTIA
An asterisk follows results filed as active; nt = no result given.

SMILES | PME-1 inh | pPAFAH FP inh | LYPLA1 inh | GSTO1 counter | PAFAH1B3 inh | PAFAH2 inh | LYPLA2 inh | PAD4 inh | PAFAH1B2 inh
COCC(C)Nc1nc(C)c(C(C)=O)s1 (stereo not given) | -8 | -11 | -8 | 2 | 3 | -3 | -10 | -18 | 6
CN(Cc1c(C(=O)N/N=C/c2ccc(O)cc2)nnn1-c1nonc1N)C1CCCCC1 | -7 | 2 | 2 | -4 | 10 | 5 | 4 | -4 | -6
CCOC(=O)C1CCN(C(=O)CCc2nnc3ccc(NCc4ccco4)nn23)CC1 | 7 | 1 | -2 | -1 | 2 | 5 | 2 | -3 | 6
Cc1cc([N+](=O)[O-])cc2c1-c1ncccc1C2=Nc1ccccc1 | 2 | 1 | -2 | 6 | -5 | -11 | 1 | -1 | -1
COc1ccc(OC(=O)/C=C/c2ccc([N+](=O)[O-])cc2)cc1 | -1 | 1 | 0 | -6 | 11 | -8 | 3 | 2 | 0
O=C(Nc1cccc(S(=O)(=O)N2CCCCCC2)c1)c1cc(=O)c2ccccc2o1 | -22 | -2 | -36 | -26 | -8 | -7 | -32 | -2 | -7
COc1ccc(CCN(C)C(=O)c2cc(S(=O)(=O)NCc3ccccc3)ccc2C)cc1OC | 2 | 5 | -1 | 4 | 1 | 3 | 9 | 5 | 4
Cc1ccc2[nH]c(C(=O)NN=C3CCCCC3)c(-c3ccccc3)c2c1 | -4 | 19 | -5 | 4 | 3 | 0 | -17 | 0 | 0
COc1ccc(S(=O)(=O)Nc2ccc(NC(C)=O)cc2)cc1Br | -8 | 3 | 4 | -4 | 1 | 2 | 4 | -5 | 7
Cc1noc(C)c1COc1ccccc1C(=O)NC(C)c1ccc(Cl)cc1 (stereo not given) | 2 | -4 | 2 | nt | 9 | 0 | 3 | -1 | 32*
C[C@]12c3[nH]c4ccc(Cl)cc4c3CCN1C(=O)[C@@H](CC(=O)NCCc1ccccn1)C[C@@H]2C(=O)N1CCOCC1 | nt | 2 | nt | nt | 4 | 0 | nt | -2 | 4
Cc1cccc(NC(=S)N(CCN(C)C)Cc2cc3cc(C)ccc3[nH]c2=O)c1 | 1 | 1 | -2 | -5 | 6 | 4 | 5 | 2 | -4
COC(=O)c1cc(S(=O)(=O)N2CCN(c3cccc(OC)c3)CC2)cn1C | -6 | 7 | 3 | 1 | 6 | -3 | -5 | 3 | 6
COc1cc(/C=N/NC(=O)c2ccncc2)cc2c1OCO2 | 3 | 4 | -2 | -4 | 8 | 1 | -7 | 0 | 8
CCOC(=O)CCCNC(=O)CN1CCC(c2nc3ccccc3s2)CC1 | 0 | 10 | 0 | 4 | 7 | -3 | 3 | 1 | 6
CCOC(=O)c1c(NC(N)=O)sc(C)c1C | -1 | 3 | 2 | 3 | 0 | 8 | 3 | 0 | 2
CCn1nc(C)c(CN2CCC(n3nccc3NC(=O)Cc3ccccc3)CC2)c1C | 0 | 3 | -2 | -2 | -1 | 3 | 6 | -2 | 3
Cc1ccc(S(=O)(=O)n2ccc(-c3cccc(OCc4c(F)cccc4Cl)c3)n2)cc1 | -7 | 0 | -4 | -2 | -7 | 0 | -3 | 0 | 4
CC(=O)N(Cc1cccs1)Cc1cc2cc(C)c(C)cc2nc1Cl | -1 | 2 | 4 | -14 | 0 | 3 | 6 | 0 | 10
CCOc1ccccc1N(CC(=O)N/N=C/c1cc(Br)ccc1OC)S(C)(=O)=O | -5 | 4 | -1 | 4 | -12 | -5 | 4 | -4 | -3
S=c1[nH]nc(-c2ccco2)n1/N=C/c1ccc(Cl)cc1 | 10 | 7 | 3 | -8 | 7 | 2 | 4 | 3 | 6
CCCCNS(=O)(=O)c1ccc2nc(-c3cccnc3)cc(C(=O)NCCCN(CC)CC)c2c1 | -4 | 4 | -3 | -4 | nt | nt | -2 | -1 | nt
CC(C)(C)c1ccc(COn2c(=O)c(-c3ccco3)[n+]([O-])c3ccccc32)cc1 | -3 | 12 | -2 | 43* | 4 | 3 | 2 | -3 | 3
CC(=O)N1c2ccc(S(=O)(=O)CCC(=O)O)cc2CC1C (stereo not given) | -5 | 2 | 1 | -9 | 4 | 3 | -8 | -5 | -6
N#C/C(=C(/O)CN1CCCC1)c1nc(-c2ccccc2)cs1 | -4 | 8 | -4 | 8 | 3 | -1 | 5 | -7 | 1
COc1ccccc1NC(=O)c1cc2ccccc2nc1C | 3 | -1 | -3 | 2 | 4 | 7 | -1 | -4 | 1
O=c1c2sccc2nc(SCc2cc(=O)n3ccccc3n2)n1Cc1ccccn1 | 2 | 2 | 2 | 6 | nt | nt | -3 | 2 | nt
O=c1nc2ccccc2c(NS(=O)(=O)c2ccc(Cl)cc2)n1-c1ccccc1 | -6 | 7 | 1 | -3 | 4 | -8 | -1 | 4 | 1
Nn1cc(-c2ccccc2)nc1SCC(=O)Nc1ccc(S(N)(=O)=O)cc1 | 1 | -4 | 0 | -1 | 5 | -1 | -2 | -3 | 2
COc1ccc(C)cc1NC(=O)CN(Cc1nnc(-c2ccc(Cl)cc2)o1)C1CCCC1 | -3 | 5 | -9 | 30 | -1 | -10 | -2 | -6 | 11
CN(C)S(=O)(=O)N1CCC(Oc2cccc(C(=O)NC3CCCCC3)c2)CC1 | -4 | 5 | -1 | 3 | 2 | 7 | 5 | -5 | 4
COc1cccc(N2CCN(C(=S)Nc3cccc(C)c3)CC2)c1 | -4 | 2 | 0 | -1 | 1 | -13 | 8 | -5 | 4
CN(C)CCCN(C(=O)CCc1ccccc1)c1nc2c(F)cccc2s1 | 4 | 0 | 4 | 5 | 2 | 10 | 3 | 0 | 2
Oc1ccccc1-c1nc2ccccc2nc1-c1ccccc1 | -6 | 3 | 2 | 2 | 9 | 5 | 6 | -2 | 2
COc1cccc(C(=O)Nc2cc(NC(=O)c3cccs3)ccc2C)c1OC | 7 | 3 | -4 | -2 | -1 | 1 | 1 | -2 | 4
Cc1cc(NC(=O)COC(=O)C2CC(=O)N(c3ccccc3Cl)C2)no1 (stereo not given) | -3 | 7 | 6 | 0 | 3 | -6 | 3 | -1 | 0
O=C(NCc1ccco1)c1cccs1 | 0 | -2 | 1 | 1 | 7 | 0 | 2 | -4 | 12
C=CCc1c(C)nc(-c2ccccc2)nc1Nc1ccccc1O | -10 | 8 | -2 | 4 | -9 | 0 | 6 | -3 | -4
Nc1nc(N)c(N=Nc2ccc(S(N)(=O)=O)cc2)c(=O)[nH]1 | 5 | -3 | 0 | -2 | 12 | 7 | -4 | 5 | 5
COc1ccc(-c2noc3c2-c2nc(-c4ccc(C)cc4)sc2CC3)cc1 | 0 | 2 | 0 | -1 | -2 | -2 | 40* | 3 | -2
Cc1ccc(S(=O)(=O)N2CCC(C(=O)N3CCC(C(=O)NCc4cccnc4)CC3)CC2)cc1 | 7 | -2 | 2 | -5 | -4 | 13 | 6 | -1 | 2
O=C(c1ccco1)N1CCN=C1SCc1ccccc1Cl | 0 | 4 | -2 | 1 | 3 | 2 | 2 | 0 | 0
O=C(/C=C/c1ccc(F)cc1)Nc1cccc(S(=O)(=O)N2CCOCC2)c1 | nt | -3 | nt | nt | 0 | -5 | nt | 1 | -3
COc1ccc(S(=O)(=O)Nc2c(F)cccc2F)cc1 | -1 | 5 | 3 | 7 | 5 | 1 | 0 | 2 | 2
CCCCN1C(=O)C(NC(C)=O)c2ccccc21 (stereo not given) | 4 | 3 | 3 | 3 | 2 | -6 | -1 | -2 | -3
CN(C)c1cccc(C(=O)OCC(=O)NC2CCCC2)c1 | 0 | 23 | -2 | -2 | 7 | 77* | 3 | -4 | 5
CCC(C)n1nccc1NC(=O)C(C)Cl (stereo not given) | 0 | 1 | -1 | 9 | 8 | 11 | 2 | -2 | -1
N#CC1=C(N)Oc2n[nH]c(-c3ccccc3)c2C12C(=O)Nc1ccccc12 (stereo not given) | -2 | 7 | -4 | 11 | 4 | -3 | 5 | -8 | -3
COc1ccc2sc(-c3ccccc3OC)c(-c3ccc(OC)nc3)c2c1 | -5 | 0 | -2 | nt | -3 | -3 | 2 | 3 | 3
Cc1nc2ccc([N+](=O)[O-])cc2nc1C | 1 | 1 | 0 | 3 | 8 | 6 | 1 | -5 | 4
COc1ccccc1NC(=O)CSc1ncn[nH]1 | 2 | -4 | 2 | 0 | 7 | 13 | -1 | -1 | -1
CC(=O)c1ccc(NC(=O)CSc2nc(=O)n3cccc(C)c3n2)cc1 | 0 | 2 | 3 | 5 | -1 | -1 | 4 | 7 | 4
CCn1c(SCC(=O)Nc2cc(C)on2)nnc1-c1ccc(C)cc1 | -2 | -2 | 0 | 8 | -2 | -1 | -2 | 10 | 3
COc1ccc2[nH]cc(C(=O)NCCc3ccccc3)c(=O)c2c1 | 0 | -3 | -4 | -4 | 3 | 5 | -2 | -1 | -2
O=C(Oc1ccc2cccc(OC(=O)N3CCOCC3)c2c1)N1CCOCC1 | 4 | 1 | -6 | -6 | 13 | 6 | -4 | 3 | 4
CCCCNC(=O)Nc1nc2ccccc2s1 | -7 | 1 | -2 | 9 | 12 | 3 | 5 | -2 | 8
CC(=O)c1cccc(NC(=S)NNC(=O)c2ccc(C)c([N+](=O)[O-])c2)c1 | 11 | 17 | -2 | -30 | 11 | 11 | 0 | 3 | 17
OCC[C@H]1C[C@@H](O)[C@H](O)[C@@]2(OCc3ccccc32)O1 | 2 | 2 | 4 | -2 | 8 | 4 | 4 | 0 | 0
CCCCCCCCNc1nc(Cl)nc(NCCN2CCOCC2)n1 | 2 | -2 | 3 | -1 | -4 | 6 | 5 | -1 | 1
Fc1cccc(CNc2ncnc3cc(Cl)ccc23)c1F | -2 | -2 | -3 | 5 | 7 | 0 | -2 | 3 | 7
Other entries:
SMILES | PME-1 inh | pPAFAH FP inh | LYPLA1 inh | GSTO1 counter | PAFAH1B3 inh | PAFAH2 inh | LYPLA2 inh | PAD4 inh | PAFAH1B2 inh
Nc1c(C2=NCCO2)nnn1Cc1ccccc1 | -7 | -7 | 1 | -4 | -10 | -1 | 1 | -7 | 5
CCn1cc(CN2CCC(C(=O)Nc3cccc(-c4cccc(OC)c4)c3)CC2)c(C)n1 | 4 | 3 | -3 | -1 | 13 | 3 | 1 | 6 | 1
Cc1ccc(C(=O)N/C(=C\c2cccnc2)C(=O)N2CCCC2)cc1 | -5 | 2 | 0 | 1 | 5 | 6 | 3 | -2 | 1
COc1ccc(N(CC(=O)N2CCN(c3ccccc3F)CC2)S(=O)(=O)c2c(C)n[nH]c2C)cc1 | 2 | 4 | 0 | -3 | 10 | 1 | 1 | -2 | 4
Cn1cc(S(=O)(=O)Oc2ccccc2)c(=O)n(C)c1=O | 4 | 5 | 0 | 5 | 7 | 1 | -1 | -1 | 8
CCCC(=O)c1ccc(N2CCCCC2)c(F)c1 | 2 | 5 | 5 | 2 | 4 | -4 | 2 | 2 | 1
COc1cccc(-n2c(Cc3cc(=O)[nH]c(=O)[nH]3)nnc2SCC(=O)NC2CCCCC2)c1 | -3 | 3 | 2 | 0 | 2 | 0 | -1 | -2 | 8
CCOC(=O)N1CCC(N(CCCOC)C(=O)Nc2ccc(CC)cc2)CC1 | -2 | 7 | 0 | 0 | -11 | -3 | 3 | 2 | -1
CCc1ccc(OCc2ccc(C(=O)OC)o2)cc1 | -1 | 9 | -1 | 0 | 4 | 2 | -1 | 1 | 11
CCOC(=O)c1ccc(NC(=O)c2cc(S(=O)(=O)N3CCOCC3)cn2C)cc1 | 5 | 3 | 1 | -4 | -7 | -4 | 3 | 0 | -1

An excerpt; rates above refer to the full screens.
